# Source: PubChem BioAssay
# BB579 growth dn – growth inhibitors of yeast BB579 in restrictive medium, primary screen, yeast lifespan-shortening project, S. cerevisiae; OD615, 48 h; inhibition, % at 10 µM; 140,000 tested, 0.51% active; AID 804, 2007;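 active means inhibition above a set limit, 3 SD over the mean compound inhibition, cut at about 44% in these data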; further: inactives centre near -24
#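 Detection: OD615 turbidity measurement; Material: Saccharomyces cerevisiae DeaD strain BB579, replicative lifespan model yeast; Timing: 48 h exposure, 30 °C; Doses: single 10 µM dose; Medium: CSMM-D restrictive synthetic medium containing dextrose (glucose); Controls: amphotericin B at 10 µg/mL as positive control.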
# HCT116 bCat-KO – primary screen for growth suppressors in beta-catenin knockout HCT116 cells (colon tumor, human) | 140,000 tested, 1.5% active | viability, % at 10 µM | HCT116 beta-catenin knockout viability, CellTiter-Glo, 60 h; active compounds read low | AID 818, 2007;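 active means viability at or under a set limit, the compound median less 4 SD, cut at about 6% in these data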;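 further: 0% = Hyamine 1622 control at 20 µM and 100% = untreated cell control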
# NPY-Y2 antag – NPY-Y2 receptor antagonists, primary screen, cell-based | Neuropeptide Y receptor type 2 (Homo sapiens), P49146 | NPY-Y2 expressing cells, antagonist mode | inhibition, % at 2.7 µM | 140,000 tested, 0.99% active; in the data active means inhibition above about 17%;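 further: 0% = vehicle with agonist challenge and 100% = reference antagonist with challenge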
# Target sequence (P49146 whole entry, looked up): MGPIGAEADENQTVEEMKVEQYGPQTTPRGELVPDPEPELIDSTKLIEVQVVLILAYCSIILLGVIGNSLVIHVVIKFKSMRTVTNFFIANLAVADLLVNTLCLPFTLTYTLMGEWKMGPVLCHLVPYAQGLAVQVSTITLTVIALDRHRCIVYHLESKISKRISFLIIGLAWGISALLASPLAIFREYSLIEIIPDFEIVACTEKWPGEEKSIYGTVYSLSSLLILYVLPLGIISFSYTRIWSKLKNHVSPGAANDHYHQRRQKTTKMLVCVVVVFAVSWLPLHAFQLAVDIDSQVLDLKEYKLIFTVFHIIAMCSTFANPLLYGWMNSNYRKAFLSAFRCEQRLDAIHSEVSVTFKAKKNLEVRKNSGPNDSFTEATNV
# E-sel TNF inh – E-selectin induction blockers in HUVEC – imaging, immunofluorescence, high content, primary screen; 120,000 tested, 0.71% active; inhibition, % at 2 µM; HUVEC TNFa-induced E-selectin immunofluorescence;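 active means inhibition above the batch mean plus 3 SD, and confirmed as a hit on visual image review, cut at about 43% in these data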;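 further: 0% = TNF-stimulated DMSO wells and 100% = unstimulated control wells; not every result past the cut was called active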
# Measles CPE – compounds protecting cells from measles virus cytopathic effect, primary screen, measles RdRp inhibitor project, single point, MLSMR library, absorbance; 140,000 tested, 1.5% active; protection (pct of control), % at 4 µM; Measles virus-infected cells, CPE protection; AID 841, 2007; in the data active means protection mostly above about 24%, no sharp cut-off; inactive means mostly below about 26%; further: some compounds called inactive have numbers as strong as hits
# PTEN del growth – growth suppression of PTEN-null HCT116, primary screen, cell-based, CellTiter-Glo | HCT116 PTEN-null viability, 60 h; active compounds read low | viability, % at 10 µM | 140,000 tested, 1.2% active | AID 827, 2007;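 active means viability at or below a set limit, 4 SD under the median of all tested compounds, cut at about 3.7% in these data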;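 further: PTEN knockout HCT116 line with beta catenin targeted HCT116 as companion control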
# Phagocytosis inh – inhibitors of macrophage phagocytosis, primary screen, imaging, J774A.1 cells, IgG beads; J774A.1 macrophage IgG-bead phagocytosis; AID 1029, 2008; 110,000 tested, 0.07% active; inhibition, % at 5 µM;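 active means inhibition above the mean of the plate negative controls plus 5 SD, cut at about 13% in these data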;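 further: phagocytic index as fraction of beads internalized from green versus red external bead signal; plate controls were DMSO negative control for no effect and cytochalasin-D positive control for full effect; some results beyond the cut were filed as inactive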
# MRP1 act – H69AR viability gain despite doxorubicin, primary screen, MRP-1 activator project, H69AR cells, CellTiter-Glo | viability rescue | viability increase, % at 10 µM | 140,000 tested, 0.61% active | AID 799, 2007;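 active means viability gain under doxorubicin at or above a set limit, the compound median plus 3 SD, cut at about 4.7% in these data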;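 further: MRP-1 overexpressing cells given doxorubicin 25 µM after compound pretreatment; 18-22 h compound pretreatment then 72 h with doxorubicin before readout; 0% = doxorubicin-only wells and 100% = vehicle-treated cells without doxorubicin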
# GALR2 blocker – GALR2 antagonists in receptor-expressing cells, primary screen. 140,000 tested, 0.39% active. AID 828, 2007. inhibition, % at 4 µM. antagonist mode. Galanin receptor type 2 (Homo sapiens), O43603; in the data active means inhibition above about 27%;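 further: cells stimulated with galanin 1-16 at roughly its EC80; 0% = agonist challenge control and 100% = basal control without agonist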
# Target sequence (O43603 whole entry, looked up): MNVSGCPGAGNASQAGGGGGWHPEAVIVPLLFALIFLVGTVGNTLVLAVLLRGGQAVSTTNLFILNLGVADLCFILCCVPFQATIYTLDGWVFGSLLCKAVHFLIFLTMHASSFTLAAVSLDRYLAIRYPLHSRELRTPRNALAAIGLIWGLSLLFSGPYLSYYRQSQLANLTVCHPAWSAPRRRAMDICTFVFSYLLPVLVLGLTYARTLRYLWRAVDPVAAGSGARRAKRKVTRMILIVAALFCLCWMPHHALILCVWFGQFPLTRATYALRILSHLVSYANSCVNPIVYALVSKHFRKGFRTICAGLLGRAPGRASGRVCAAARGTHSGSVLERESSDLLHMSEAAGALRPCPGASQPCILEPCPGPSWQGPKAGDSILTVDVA
# Yeast life ext – compounds extending yeast replicative lifespan, primary screen, S. cerevisiae, OD615. 130,000 tested, 0.68% active. inhibition of the nicotinamide effect, % at 10 µM. S. cerevisiae growth with nicotinamide; deaD strain in restrictive glucose medium. AID 775, 2007;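 active means inhibition above a set limit, placed 3 SD over the median of all compounds, cut at about 26% in these data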;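 further: 0% = nicotinamide-treated wells and 100% = cells grown without nicotinamide; some compounds called inactive have numbers as strong as hits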
#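 Material: Modified budding yeast, DeaD strain | Medium: Restrictive glucose medium | Probe or stimulus: 1.5 mM nicotinamide | Dosing: Single dose 10 µM compound, 0.25% DMSO | Times: 48 h at 30 °C | Technique: OD615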
# * marks the source's active call; other numbers are inactive results; . = no result given; & = joins results of further samples.
SMILES,BB579 growth dn,HCT116 bCat-KO,NPY-Y2 antag,E-sel TNF inh,Measles CPE,PTEN del growth,Phagocytosis inh,MRP1 act,GALR2 blocker,Yeast life ext
Cn1c(=O)n(C)c2cc(NS(C)(=O)=O)ccc21,-11,77,-1,.,7,94,-1,-2.2,-7,-6
Cc1cc(Cl)cc(Br)c1OCCCN1C(=O)NC(C)(C)C1=O,-37,86,3,-2,0,84,1,-0.4,7,-7
CNCc1ccccc1OCC(=O)Nc1ccccc1OC,-61,93,6,3,10,108,0,-1.6,-9,6
COC(=O)CSc1nnc(-c2ccncc2)n1N,-5,96,3,.,5,89,0,-0.4,0,0
CCOC(=O)N1CCN(C(=O)CSc2nnc(CNC(=O)c3c(F)cccc3Cl)o2)CC1,-18,107,0,-6,2,94,.,-2.1,2,-16
O=C(O)CCCC(=O)OCCCCc1cccs1,-13,91,1,.,0,83,-1,-0.2,-17,-11
CS(=O)(=O)N(Cc1ccco1)Cc1ccccc1Cl,-25,90,6,-26,31,89,0,-3.9,1,-3
O=C(Nc1nc2ccccc2n1CCN1CCCCC1)c1ccc(Cl)cc1,-15,89,4,12,9,90,-1,-1.3,4,-8
CCCOc1ccc(N2C(=O)CC(N3CCN(c4nc5ccccc5s4)CC3)C2=O)cc1 (centres undefined),-11,90,-1,-9,10,88,2,2.0,-5,-7
CCOC(=O)C(NCCc1ccccc1)(NC(C)=O)C(F)(F)F (centres undefined),-33,80,7,.,9,99,.,-0.4,-1,4
CC1CC(NC(=O)c2ncn[nH]2)CC(C)(C)C1 (centres undefined),-37,92,3,-14,21,87,1,0.8,-1,-10
CC(C(=O)N1CCCCC1)n1sc2ccccc2c1=O (centres undefined),-21,82,3,-59,40,92,.,-3.6,4,-2
Cc1cc(=O)n2nc(-c3ccccc3)sc2c1C#N,-36,80,1,95*,30,85,0,-1.6,4,-10
C=CCn1c(SCc2cc(C(C)=O)ccc2OCC)nc2ccccc2c1=O,-32,22,25*,.,0,23,8,-3.1,13,5
CN(C)S(=O)(=O)c1ccc(/C(O)=C2/C(=O)C(=O)N(Cc3cccnc3)C2c2ccco2)cc1 (centres undefined),-22,89,-2,7,4,98,1,-1.2,1,-13
Cc1cc(NC(=O)COc2ncnc3sc(C)c(C)c23)no1,-17,108,1,-31,10,105,0,0.4,2,-10
Cn1c(=O)c2c(nc(N3CCN(c4ccccn4)CC3)n2Cc2ccccc2Cl)n(C)c1=O,-36,107,6,-25,5,106,.,-1.5,0,-5
CCCOP(=O)(c1ccc(N(C)C)cc1)C(O)c1ccccc1OC (centres undefined),-44,100,1,.,5,110,0,-1.5,5,-7
CCOCCCNC(=O)CN1C(=O)CSc2ccccc21,16,97,0,3,2,92,.,-1.6,-5,1
CC(C)N(Cc1nc(-c2ccccc2)no1)C(=O)C1CCCCC1,-33,78,6,21,9,70,0,-1.5,0,-3
CCNC(=S)N/N=C/c1cc(Br)cc(Br)c1OC,-33,96,3,-25,9,88,-1,-0.7,8,4
COc1ccc(C2C(C#N)=C(N)Oc3cc(C)n(Cc4ccco4)c(=O)c32)cc1 (centres undefined),-63,103,0,14,5,113,-1,-0.6,8,-5
CCCN(CCC)c1nc(C)cc(C(C#N)c2nc3ccccc3o2)n1 (centres undefined),-13,96,1,.,13,102,0,-0.9,-27,-5
CC(C)(C)SCCNC(=O)CN1C(=O)c2ccccc2S1(=O)=O,-38,102,2,.,18,105,0,-2.1,1,0
O=C(OCC1O[C@@H](OC(=O)c2cc(O)c(O)c(O)c2)[C@@H](OC(=O)c2cc(O)c(O)c(O)c2)[C@@H](OC(=O)c2cc(O)c(O)c(O)c2)[C@@H]1OC(=O)c1cc(O)c(O)c(O)c1)c1cc(O)c(O)c(O)c1 (some centres undefined),9,16,2,.,1,22,.,-3.9,10,-3
CCn1ncc(C2=NOC(C(=O)NCC(C)C)C2)c1C (centres undefined),6,89,1,.,12,86,0,-1.5,-7,-1
CO/N=C(/CNC(=O)c1cccc(Cl)c1)c1ccc(Cl)cc1,-33,86,4,-12,4,90,.,-1.0,-10,-19
O=C(CSc1nc2cc(Cl)ccc2s1)N1CCCc2ccccc21,-42,100,11,3,10,89,0,-0.9,3,-15
CC(C)CC(=O)NCCCN1CCN(CCCNC(=O)CC(C)C)CC1,-6,86,-1,-11,25,93,.,-1.6,-3,.
Cc1cc(CN2C(=O)c3ccccc3C2=O)no1,-20,92,7,.,4,95,-1,-0.8,-14,0
S=c1[nH]nc(Cc2cccc3ccccc23)o1,7,101,7,.,17,95,-1,-1.6,2,-3
Cc1ccc(/C(N)=N/OC(=O)c2cccc(F)c2)cc1,-16,87,-2,-40,14,89,1,-1.7,7,-11
O=C(Nc1ccccc1)c1ccc(S(=O)(=O)NCc2ccco2)cc1,-33,89,2,16,12,101,2,-2.3,7,-8
O=C(CSc1ncn[nH]1)Nc1ccccc1-c1ccccc1,-22,103,3,-19,7,89,-1,2.1,12,-7
COC(=O)CNS(=O)(=O)c1ccc(Cc2ccc(S(=O)(=O)NCC(=O)OC)cc2)cc1,-5,98,3,-36,9,89,.,-1.1,15,-20
COC(=O)c1cc(C(C)=O)n2ccccc12,-8,80,2,-4,4,82,0,-0.5,-10,-12
CC(NC(=O)COc1ccc(/C=N/NS(=O)(=O)c2ccccc2)cc1)c1ccccc1 (centres undefined),-39,100,-1,13,29,88,2,-1.1,7,-18
CCC(=O)OC1CSc2nc3ccccc3n2C1 (centres undefined),-18,97,0,10,7,101,0,-1.9,7,2
COc1cc(C2C(C#N)=C(N)Oc3n[nH]c(-c4ccccn4)c32)cc(OC)c1OC (centres undefined),-32,94,0,20,4,100,5,-0.4,3,-11
CCc1nnc(NC(=O)CSc2nnc(-c3ccoc3C)n2CC(C)C)s1,-23,92,8,4,21,98,1,-2.8,1,-6
CC(C)(C)c1ccc(OC2=CS(=O)(=O)c3ccccc32)cc1,-13,73,3,2,6,75,-1,-0.3,-9,-14
Cc1cccc(Cn2c(N(C)CCO)nc3c2c(=O)[nH]c(=O)n3C)c1,23,81,2,.,0,85,0,-2.5,-4,-10
CCOc1ccc(-n2c(=S)sc3c(=O)[nH]c(SCC(=O)NCC4CCCO4)nc32)cc1 (centres undefined),-52,92,3,-9,10,104,-2,-0.8,-6,9
Cc1nn2c(SCC(=O)c3cccs3)cc(C(C)(C)C)nc2c1-c1ccccc1,-10,71,-2,.,6,67,-5,-0.8,-12,8
Cn1c(CN2CCCC2)nc2cc(NC(=O)Nc3ccccc3)ccc21,-45,91,-2,-33,21,88,2,-2.0,7,-6
O=C(NCc1ccco1)c1cnc2ccccn2c1=O,-3,103,1,-31,12,107,-1,-1.8,13,-13
Cc1ccc(S(=O)(=O)/N=C(\CN2CCOCC2)N2CCOCC2)cc1,-24,101,1,-46,14,101,-2,-2.6,4,-6
Cc1cccc2nc(Cn3c(=O)n(CCC(=O)NCc4ccco4)c(=O)c4sccc43)cc(=O)n12,-43,96,0,-23,26,109,-2,-0.8,12,4
COc1ccccc1/C=C\C=N\NC(=O)CCn1nnc2ccccc21,-22,79,3,.,4,82,-1,-0.1,-12,1
CSc1nc2ccc(N3C(=O)C4CCCCC4C3=O)cc2s1 (centres undefined),-17,100,2,-14,4,87,.,-2.4,-6,-13
Cc1nn(Cc2ccc([N+](=O)[O-])cc2)c(=O)n1-c1ccc(F)cc1,-29,91,-1,.,4,94,0,-1.7,-14,-13
Brc1ccccc1OCCCCCN1CCCC1,-47,81,4,-27,6,76,.,-0.4,15,-16
O=C1CC(=O)CC(c2ccccc2Cl)C1,-46,96,3,2,15,97,.,-1.5,3,7
COC(=O)c1ccc(N2CCN(C)CC2)c(NC(=O)COc2ccc(OC)cc2)c1,-73,98,1,-1,5,98,1,-1.8,-5,-7
CCCc1nc2ccc(NC(=O)NCCC(=O)OCC)cc2c(=O)n1Cc1cccc(Cl)c1,-43,88,7,.,32,91,-1,-3.7,4,-6
O=C(NCc1ccc2c(c1)OCO2)c1cccc(S(=O)(=O)N2CCOCC2)c1,-33,101,3,5,2,82,-2,1.0,-3,58
CC(C)CCNC(=O)CSc1nnc(-c2ccc(S(=O)(=O)N3CCCC3)cc2)n1C,-23,91,-1,-24,9,92,1,-3.0,-8,-2
COc1ccccc1NC(=O)C(=O)N/N=C/c1cccs1,-4,93,1,-9,18,93,-6,0.1,9,-5
CC(Sc1nnc(-c2ccc(C(C)(C)C)cc2)n1C)C(N)=O (centres undefined),-41,92,-2,-6,2,102&95,0,-0.2,-13,-11
COc1cc(C(=O)N2CCN=C2c2ccccc2)cc(OC)c1OC,-41,90,2,-8,14,105,0,-1.5,-18,-9

# (next part)
SMILES,BB579 growth dn,HCT116 bCat-KO,NPY-Y2 antag,E-sel TNF inh,Measles CPE,PTEN del growth,Phagocytosis inh,MRP1 act,GALR2 blocker,Yeast life ext
Cc1ccc2[nH]c(=O)c(C(c3nnnn3C(C)(C)C)N(Cc3ccco3)CC3CCCO3)cc2c1 (centres undefined),-14,71,1,-40,5,70,3,-0.8,-5,-9
CN(C)c1nc2n(c(=O)n1)C(C#N)CS2 (centres undefined),-26,96,1,13,2,93,.,-2.3,2,-7
CCOC(=O)Cc1nc2ccccc2[nH]1,-31,94,4,-23,9,101,0,-0.1,5,3
O=C(NC1CCCC1)c1cnn2c(C(F)(F)F)cc(-c3ccc4c(c3)OCO4)nc12,-23,11,2,-17,6,7,-1,-3.6,2,-6
O=S(=O)(c1ccc(Nc2ccc(-c3ccc4c(c3)OCCO4)nn2)cc1)N1CCCC1,-46,42,2,4,0,43,2,-2.9,2,-9
COC(=O)Cc1ccc(NC(=O)c2ccc(C(C)(C)C)cc2)cc1,-42,11,-1,-5,18,12,-1,0.7,-10,-11
CS(=O)(=O)c1ccc(Cl)c(NC(=O)c2cccc(Br)c2)c1,-14,101,4,.,9,99,-7,-1.8,4,1
CC(C)NC(=O)C(C)n1cccc1C(=O)c1ccccc1 (centres undefined),-25,92,5,13,3,96,.,-0.8,13,-17
Cn1c(=O)c2c(nc(SCC(=O)O)n2Cc2cccc(C(F)(F)F)c2)n(C)c1=O,-6,89,0,-26,7,91,-5,-0.3,19,2
